MDM2 E3 inh – MDM2-luciferase reporter signal enhancers, primary screen, MDM2 E3 ligase inhibitor project, cell-based, luminescence, 1536-well; 210,000 tested, 0.11% active; E3 ubiquitin-protein ligase Mdm2 (Homo sapiens), Q00987; cell-based MDM2 ubiquitination luciferase reporter, 2 h; 0 = plate control, 100 = twice control, blank-subtracted; signal enhancement, % at 5 µM;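 active means signal enhancement of 30% or more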;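 further: luminescence tracks abundance of the self-degrading MDM2-luciferase fusion protein; higher signal means inhibition of MDM2 E3 ligase activity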
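Test system: stable mammalian line carrying autodegrading MDM2–luciferase fusion reporter; quantity: 2000 cells in each well; times: 4 h cell settling then 2 h compound exposure, 37 °C; detection: luminescence with SteadyLite reagent, 15 min at room temperature; evaluation: percent signal gain over controls, blank-subtracted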
NPY-Y1 PAM-ag – NPY-Y1 receptor potentiators or agonists, primary screen, cell-based. 220,000 tested, 0.37% active. Neuropeptide Y receptor type 1 (Homo sapiens), P25929. AID 1304, 2008. NPY-Y1 expressing cells, potentiator/agonist activation. activation, % at 3.6 µM; in the data active means activation above about 33%, passing the limit was not always enough;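 further: cells stimulated with NPY at EC10 then isoproterenol at EC100; 0% = low agonist plus stimulus and 100% = saturating agonist plus stimulus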
Target sequence (P25929 whole entry, looked up): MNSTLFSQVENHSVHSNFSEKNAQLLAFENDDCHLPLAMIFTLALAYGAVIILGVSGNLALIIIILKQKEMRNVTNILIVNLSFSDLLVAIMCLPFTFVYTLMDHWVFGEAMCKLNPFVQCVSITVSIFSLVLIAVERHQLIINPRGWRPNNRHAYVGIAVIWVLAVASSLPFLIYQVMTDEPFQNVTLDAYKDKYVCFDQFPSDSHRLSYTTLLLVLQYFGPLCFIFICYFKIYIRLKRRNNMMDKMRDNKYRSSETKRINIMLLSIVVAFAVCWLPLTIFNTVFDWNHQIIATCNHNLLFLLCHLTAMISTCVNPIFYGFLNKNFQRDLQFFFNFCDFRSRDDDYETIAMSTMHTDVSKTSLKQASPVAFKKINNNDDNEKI
NPY-Y1 antag – NPY-Y1 receptor antagonists, primary screen, cell-based. Neuropeptide Y receptor type 1 (Homo sapiens), P25929. HEK293-CNG Y1 cells, membrane potential fluorescence; NPY at EC95, then isoproterenol. inhibition, % at 3.6 µM. 200,000 tested, 1% active. AID 1040, 2008;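 active means inhibition above the campaign mean inhibition of all tested compounds plus 3 SD, cut at about 20% in these data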;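 further: 0% = DMSO wells given NPY plus isoproterenol and 100% = isoproterenol alone without NPY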
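material = HEK293 cells with Y1 receptor plus CNG channel | also added = NPY 25 nM then isoproterenol 1 µM plus Ro 20-1724 25 µM | schedule = dye 3 h, compound 60 min room temperature, stimulation 45 min | measured by = membrane potential fluorescence | benchmarks = high control isoproterenol alone, low control NPY with isoproterenol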
RBBP9 inh – human RBBP9 inhibitors, primary screen, biochemical, fluorescence polarization, FP-Rh probe, HTS; Serine hydrolase RBBP9 (Homo sapiens), O75884; inhibition, % at 7.94 µM; 220,000 tested, 0.2% active; recombinant RBBP9;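 active means inhibition above the campaign mean of all tested compounds plus 3 SD, cut at about 14% in these data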;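 further: plate controls were DMSO wells with RBBP9 for no effect and wells lacking RBBP9 protein for full effect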
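System: RBBP9 protein / Quantity: 2.5 µM RBBP9 dispensing solution, before mixing / Also added: Serine-hydrolase probe FP-Rh, 375 nM pre-mixing / Dosing: 7.94 µM single dose, 0.794% DMSO / Timing: enzyme-compound preincubation 30 min, then probe labeling 45 min, 25 °C / Signal: FP readout at 525/598 nm / Controls: DMSO-treated enzyme wells and wells lacking RBBP9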
Runt-SMMHC FRET – inhibitors of RUNX1 Runt–CBFb-SMMHC binding, primary screen, biochemical, FRET, Cerulean-Runt, Venus-CBFb-SMMHC, uHTS. Cerulean-Runt/Venus-CBFb-SMMHC FRET ratio 530/480, 1 h. Runt-related transcription factor 1 (Homo sapiens) + Core-binding factor subunit beta …. 220,000 tested, 0.74% active. AID 1434, 2008. inhibition, % at 20 µM;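 active means mean inhibition across duplicate retests at 20 µM reaching about 50%, limit read from the data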;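 further: 0% = DMSO wells and 100% = wells with excess untagged CBFb-SMMHC; inhibitors lower the FRET ratio by blocking Runt binding to CBFb-SMMHC; some results filed as inactive read as strong as hits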
Target sequence (Q01196 whole entry, looked up): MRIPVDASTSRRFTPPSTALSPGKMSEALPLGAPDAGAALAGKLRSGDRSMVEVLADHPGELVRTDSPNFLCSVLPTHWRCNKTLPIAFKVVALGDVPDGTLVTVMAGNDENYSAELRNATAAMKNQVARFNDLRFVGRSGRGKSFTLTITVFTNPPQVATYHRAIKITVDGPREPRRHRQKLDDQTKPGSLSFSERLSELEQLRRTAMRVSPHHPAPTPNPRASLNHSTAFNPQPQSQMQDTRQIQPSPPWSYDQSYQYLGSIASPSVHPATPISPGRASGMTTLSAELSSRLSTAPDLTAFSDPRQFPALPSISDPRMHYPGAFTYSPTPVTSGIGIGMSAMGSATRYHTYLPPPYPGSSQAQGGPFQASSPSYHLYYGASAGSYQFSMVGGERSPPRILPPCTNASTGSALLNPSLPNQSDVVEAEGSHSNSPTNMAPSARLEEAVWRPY
Target sequence (Q13951 whole entry, looked up): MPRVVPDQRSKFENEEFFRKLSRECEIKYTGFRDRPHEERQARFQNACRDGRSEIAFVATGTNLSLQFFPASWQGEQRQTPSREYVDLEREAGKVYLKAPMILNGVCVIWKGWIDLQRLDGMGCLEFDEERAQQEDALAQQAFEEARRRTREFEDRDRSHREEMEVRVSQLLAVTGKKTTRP
Runt-CBFb FRET – inhibitors of RUNX1 Runt–CBFb binding, primary screen, biochemical, FRET, Cerulean-Runt, Venus-CBFb, uHTS; Runt-related transcription factor 1 (Homo sapiens) + Core-binding factor subunit beta …; Cerulean-Runt/Venus-CBFb FRET ratio 530/480, 1 h; inhibition, % at 20 µM; 220,000 tested, 0.46% active;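 active means inhibition over about 50% at 20 µM in the single-dose screen, limit read from the data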;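 further: 0% = DMSO wells and 100% = excess unlabeled CBFb competitor control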
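System: Cerulean-labeled Runt domain protein | Quantity: 100 nM of each labeled protein | Schedule: 1 h compound exposure, room temperature | Detection: Fluorescence energy transfer, 422 nm excitation, 530/480 nm emission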
p97 inhibitor – inhibitors of human p97 ATPase, primary screen, biochemical. Transitional endoplasmic reticulum ATPase (Homo sapiens), P55072. recombinant p97 ATPase, Kinase-Glo ATP luminescence, 3 h. inhibition, % at 8 µM. 220,000 tested, 0.42% active. AID 1481, 2009; in the data active means inhibition above about 15%;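 further: 0% = DMSO vehicle and 100% = wells lacking enzyme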
Hck Nef HTS – inhibitors of Nef-activated human Hck kinase, primary screen, biochemical, Z-Lyte FRET, 384-well, Hck-YEEI. Tyrosine-protein kinase HCK (Homo sapiens), P08631. Recombinant Hck-YEEI plus Nef, Z-Lyte FRET kinase assay. inhibition, % at 20 µM. 220,000 tested, 0.68% active. AID 463187, 2010;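 active means Hck-Nef kinase inhibition above about 50%, limit read from the data; inactive means inhibition below that limit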;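 further: 0% = DMSO with Hck plus Nef and 100% = Hck alone without Nef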
NPY-Y2 PAM-ag – NPY-Y2 potentiators or agonists, primary screen, cell-based; 220,000 tested, 0.45% active; Neuropeptide Y receptor type 2 (Homo sapiens), P49146; cells expressing NPY-Y2, potentiator/agonist read-out; AID 1359, 2008; activation, % at 3.6 µM; in the data active means activation above about 27%;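 further: cells stimulated with NPY near EC25 plus isoproterenol at EC100; 0% = vehicle plus submaximal agonist and 100% = vehicle plus saturating agonist; some results beyond the cut were filed as inactive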
Starred values were filed as active, the others as inactive; . = not tested or not shown. Rows were taken by chance; overall some 3.5% were active at least once.

SMILES	MDM2 E3 inh	NPY-Y1 PAM-ag	NPY-Y1 antag	RBBP9 inh	Runt-SMMHC FRET	Runt-CBFb FRET	p97 inhibitor	Hck Nef HTS	NPY-Y2 PAM-ag
Fc1ccccc1-n1c(-c2ccc3ccccc3n2)n[nH]c1=S	.	-3	17	-1	-1	11	2	12	-38
CN1CCN(C(=S)Nc2cccc(S(=O)(=O)N(C)C)c2)CC1	-10	-17	3	-15	1	1	-2	-14	7
COc1ccc(OCC(=O)Nc2cc(-c3nn4c(C)nnc4s3)ccc2C)cc1	-32	-10	5	-6	-2	3	-3	50	-18
c1ccc(-c2nc(N3CCCCCC3)c3ccccc3n2)nc1	-5	14	9	-9	-2	2	-1	2	13
Cn1c(=O)c(Sc2ccc(Cl)cc2)c(O)c2ccccc21	-1	-4	1	3	2	3	6	2	-8
CCOC(=O)c1sc2nc[nH]c(=O)c2c1C	-40	2	2	1	1	2	3	-2	3
CSC(=NS(=O)(=O)c1ccc(C)cc1)SC	-16	-5	-8	-14	-1	1	-5	-1	-11
Cc1cc(C)cc(NC(=S)NC2CC3CCCC(C2)N3C2CCCC2)c1 (stereo unspecified)	-3	-7	0	-1	-1	1	2	19	-9
COC(=O)NNC(=O)C(C)Oc1ccc(Cl)cc1Cl (stereo unspecified)	-18	8	0	-8	-4	0	-4	3	-18
O=c1c2ccccc2nnn1-c1ccc(Br)cc1	7	23	.	-4	0	-2	5	20	5
CCOC(=O)/C(N=Nc1ccc2c(c1)OCO2)=C(\C)O	-13	6	1	-4	-4	-4	-1	21	7
CCOC(=O)CSC1=C(C#N)C(c2ccccc2Cl)C(C(=O)OC)C(=O)N1 (stereo unspecified)	-23	2	-2	-4	-5	-4	3	1	1
CC1=C(C(=O)N2CCOCC2)C(c2cc(C)cs2)NC(=O)N1 (stereo unspecified)	-14	-17	-5	-9	2	1	-1	0	5
CCC(CC)NC(=O)CC(c1ccccc1)c1ccccc1	-11	14	6	-1	-2	-1	5	20	-15
CC(=O)N(OCc1ccc(OC(C)C)c(Cl)c1)C(C)=O	-13	13	.	-6	1	2	4	20	-7
CC(=O)c1ccc(OCc2ccccc2)c(C)c1O	.	-20	1	-6	2	-2	3	-4	6
CC(C)(CC(=O)O)CC(=O)N1CCCN(c2nc3ccc(Cl)cc3s2)CC1	-10	-9	.	1	0	-2	4	22	5
COc1ccc(NC(=S)NCCCN2CCCC2)cc1	-6	-3	0	-2	3	0	10	13	-6
COc1ccccc1CC(=O)Nc1ccc([N+](=O)[O-])cc1O	-14	9	-4	-4	3	13	-4	-16	12
COc1cc2c(cc1OC)[C@@H]1Cc3cc4c(cc3[C@H](C2)N1C)OCO4	.	-18	5	-7	-2	2	6	-1	1
Cc1nc2nc(SCC(=O)NCCCN3CCOCC3)nn2c(C)c1Cc1ccccc1	-3	2	3	-12	1	2	0	18	-15
Cc1cc(CNC(=O)Cc2c(F)cccc2Cl)nn1C	-14	8	4	2	2	1	-2	-6	-2
O=C(Nc1cccc(F)c1)c1cccnc1N1CCOCC1	-6	22	5	-2	0	-1	-3	0	1
O=C1C=C(N(CCO)Cc2ccccc2)c2ccccc2C1=O	-7	-10	5	-7	-5	1	10	31	-10
CS(=O)c1nc(-c2ccc(Br)cc2)cc(-c2ccccc2)c1C#N (stereo unspecified)	-39	101*	-9	-11	2	-2	6	-2	66*

Additional records
SMILES	MDM2 E3 inh	NPY-Y1 PAM-ag	NPY-Y1 antag	RBBP9 inh	Runt-SMMHC FRET	Runt-CBFb FRET	p97 inhibitor	Hck Nef HTS	NPY-Y2 PAM-ag
CC(=O)c1cnc(SCCN2C(=O)c3ccccc3C2=O)nc1C	-14	0	10	0	0	-2	-4	0	-10
O=C(CNC(=O)c1ccco1)OCC(=O)c1ccc2ccccc2c1	-8	-26	13	-5	-1	1	1	-1	-1
CCN1C(=O)S/C(=C/c2c(OCc3ccc(C(=O)O)cc3)ccc3ccccc23)C1=O	-5	3	8	-1	-14	-7	-1	4	12
Nc1ccc(C2CCCc3nonc32)c2nonc12 (stereo unspecified)	-12	-12	3	-4	26	25	5	-2	0
COc1ccc(C(=O)/C=C/C(=O)N(Cc2ccccc2OC)C(C(=O)NC2CCCCC2)c2ccncc2)c(O)c1 (stereo unspecified)	6	10	4	3	-1	-9	2	3	-7
COc1ccc(-n2nnnc2SCC(=O)Nc2nnc(C)s2)cc1	-16	-15	4	-6	0	2	1	1	-19
CC(C)CNC(=O)c1ccc(Cl)c(Cl)c1	-16	-1	-1	-4	1	-1	-2	2	-6
CC1CCN(C(=O)CSc2nnc(CNc3ccc(F)cc3)n2Cc2ccco2)CC1	-16	0	0	3	6	8	-6	1	4
Cc1cccc(C)c1Nc1nnc(SCc2nc3ccccc3s2)s1	-27	-10	-1	-6	-7	4	-4	1	-5
Cc1nn(CC(=O)NCc2cccc3ccccc23)c(=O)c2ccccc12	-29	-15	4	-5	1	-6	0	0	2
CC(=O)c1cc(-c2ccccc2)n(CC(=O)NC2CCCCC2)c1C	-11	4	14	-8	2	0	-4	4	-8
COc1ccc(-c2[nH]ncc2CN2CCN(C(=O)c3ccco3)CC2)cc1F	-1	0	-4	2	-2	2	-2	2	-9
CCOC(=O)c1sc(NC(=O)CSc2n[nH]c(CC)n2)nc1C	-5	13	-3	-5	0	0	2	16	4
C=CCn1c(SCc2nc3cc(C(=O)OC)ccc3c(=O)[nH]2)nc2sc(CC)cc2c1=O	10	-24	3	-7	-8	-2	5	11	1
Nc1nonc1OCCc1ccccc1	3	-8	0	-9	-3	0	4	10	-16
C/C(=N\NC(=O)c1ccccc1)c1ccccc1Br	-7	7	0	-9	9	-2	-3	2	-8
Cc1ccc2cccc(NC3OC(=O)c4ccccc43)c2n1 (stereo unspecified)	-26	-7	7	9	0	3	3	7	-1
Cc1cccc(NC(=O)c2ccc(CN3CCN(Cc4ccccc4)CC3)cc2)c1	-20	-7	-6	-10	-2	-1	-5	25	2
COC(=O)CCCC1=CC2=C(c3ccccc3)C(=O)C(C)(OC(=O)C3CCCC3)C(=O)C2=CN1C1CCCC1 (stereo unspecified)	21	.	.	.	-9	-9	.	28	.
COc1cccc(C(=O)Nc2c(C)n[nH]c2C)c1	-11	-14	-2	-4	0	-1	-5	-28	-7
COC(=O)C1=C(C(=O)OC)[C@@H]2Nc3ccccc3[C@@]23C[C@@H](C(=O)OC)N=C3N1	16	.	.	.	-2	0	.	23	.
CCOc1cc(N2CCOCC2)c(OCC)cc1NC(=O)c1ccccc1	-10	5	8	2	0	-2	-2	27	-17
Cc1ccc(-c2noc(CC(c3ccccc3)c3ccccc3)n2)cc1	-13	-9	8	-5	6	1	3	0	2
CCN(CC)S(=O)(=O)c1ccc(C)c(NC(=S)N2CCN(C/C=C/c3ccccc3)CC2)c1	-15	29	-8	-4	-2	1	3	26	13
CN(C)CC(C)(C)NS(=O)(=O)c1ccc(Cl)cc1	-17	1	4	0	0	-3	2	-1	-8

(next part)
SMILES	MDM2 E3 inh	NPY-Y1 PAM-ag	NPY-Y1 antag	RBBP9 inh	Runt-SMMHC FRET	Runt-CBFb FRET	p97 inhibitor	Hck Nef HTS	NPY-Y2 PAM-ag
Cc1ccsc1C(=O)NC(C)c1ccc2c(c1)OCO2 (stereo unspecified)	-12	-19	5	-2	-1	1	2	7	-5
N/C(=N\OC(=O)Cc1cccs1)c1cccc([N+](=O)[O-])c1	-5	-14	7	-10	3	0	9	7	0
COc1ccc(OC)c(-n2c(-c3cc(-c4ccco4)[nH]n3)n[nH]c2=S)c1	.	0	1	0	31	39	2	-24	-5
CCC(=O)Nc1cccc(SC)c1	0	2	-2	-13	-1	-1	-4	2	4
CN(C)CCNC(=O)CCCNC(=O)Cn1cnc2sc3c(c2c1=O)CCCC3	-15	7	-1	4	1	-1	4	2	4
N#CCOC(=O)/C=C/c1ccc2c(c1)OCO2	-4	-9	7	-8	4	0	6	22	-5
COc1ccccc1C1(CCN=Cc2ccc(N(C)C)cc2)CCOC(C)(C)C1 (stereo unspecified)	-8	17	.	0	-2	0	-3	5	-30
CC(Sc1nnc(COc2ccccc2)n1Cc1ccccc1)C(=O)O (stereo unspecified)	0	-6	4	-4	-3	0	6	19	-1
COC(=O)CN1C(=O)C(O)=C(C(C)=O)C1c1ccc([N+](=O)[O-])cc1 (stereo unspecified)	-11	-8	3	2	-2	2	1	1	-1
COc1ccc(CCNC(=O)N2CCOCC2)cc1	-14	-5	-1	-12	0	-4	-3	5	11
COCCn1c(=S)[nH]c2cc(C(=O)N3CCN(Cc4ccc5c(c4)OCO5)CC3)ccc2c1=O	-2	9	4	-2	-2	-4	3	0	-13
Cc1ccc(NC(=O)N2CCN(S(=O)(=O)c3ccccc3)CC2)cc1	-12	3	-2	-7	-1	-1	-2	-25	-6
C=CCn1c(=S)sc2c(=O)[nH]c(C)nc21	9	-1	.	5	1	1	-2	5	-10
CC1(C)C2CCC1(CS(=O)(=O)NCc1ccc(C(=O)O)cc1)C(=O)C2 (stereo unspecified)	-2	-22	-4	-3	43	-1	2	0	-1
CCCCc1n[nH]c2c1C(=O)CC(C)(C)C2	1	6	-1	-11	1	0	6	-1	14
Oc1ccc(C[C@H]2CNC(=S)N2CCc2cc(C(F)(F)F)cc(C(F)(F)F)c2)cc1	.	9	7	-7	1	-1	3	-18	-14
CCn1ccnc1CNC(=O)CC1C(=O)NCCN1Cc1ccccc1F (stereo unspecified)	9	-3	6	0	-2	1	5	18	-1

Source: PubChem BioAssay (several laboratories)
